human PMI inhibitors: human PMI inhibitors, high substrate, primary screen, biochemical, fluorescence intensity, high mannose 6-phosphate (AID 1220) | recombinant PMI enzyme, coupled fluorescence intensity; higher % means a stronger effect | hit rate 0.66% among 190,000 | one-dose inhibition, % at 20 µM; IC50 in µM for titrated hits
LYP inhibition: PTPN22 lymphoid phosphatase activity blockers – biochemical, fluorescence intensity, uHTS (AID 1779) | inhibition, % at 11.5 µM, or IC50 in µM where a hit was titrated | recombinant LYP phosphatase, fluorescence intensity; higher % means a stronger effect | hit rate 0.054% among 290,000;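 further: plate controls were vehicle with enzyme for no effect and no enzyme for full effect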
WT yeast gro inh: growth inhibition of WT yeast, mitochondrial fusion screen. mitochondrial fusion phenotypic screen, WT strain. inhibition, % at 10 µM. hit rate 2.1% among 190,000. AID 1362; in the data active means inhibition above about 58%; tested in S. cerevisiae
Yfh1-off respiration: mitochondrial function rescue without frataxin homolog – Friedreich's ataxia, plus single-dose screen, dose response (AID 1465); S. cerevisiae Yfh1-off respiration, WST-1 reduction, 72 h; higher fold induction means a stronger effect; hit rate 0.074% among 220,000; one-dose fold induction at 50 µM; EC50 in µM for titrated hits;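 active means fold induction of absorbance versus untreated yeast above a set limit, then at least 30% activation at any dose in follow-up; inconclusive means repeats straddling the limit, or above it without dose testing; inactive means fold induction below the set limit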;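 further: activators that raise dye reduction in frataxin-depleted yeast; strong numbers were not always called active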
M1AAP inhibition: P. falciparum M1AAP inhibitors, biochemical, fluorogenic H-Leu-NHMec substrate, 1536-well (AID 1445); recombinant M1AAP, H-Leu-NHMec fluorogenic kinetic assay; higher % means a stronger effect; inhibition, % at 30 µM; hits with a dose series show IC50 in µM; hit rate 0.42% among 220,000;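 active means primary inhibition above the hit cutoff, then over 50% inhibition at one or more dose response concentrations, cut at about 23% in these data, passing the limit was not always enough; inconclusive means conflicting primary data, or primary hits not chosen for dose response; inactive means low primary inhibition, or under 50% at every dose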;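 further: plate controls were DMSO full reaction for no effect and no enzyme background for full effect; strong numbers were not always called active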
TNAP activation fold: human TNAP enzyme activators, primary screen, biochemical, luminescent, no phosphate acceptor, uHTS (AID 1001) | purified TNAP, luminescent activation assay, no phosphate acceptor; higher activation fold means a stronger effect | activation fold at 20 µM; hits with a dose series show EC50 in µM | hit rate 0.03% among 200,000; in the data active means activation fold from about 3, or a potency from the dose series; inactive means the rest, 99 in 100 with activation fold below about 1.6; further: many of its hits are not listed in these tables
P. falciparum M17LAP: P. falciparum M17LAP inhibitors, primary screen, biochemical, fluorogenic H-Leu-NHMec substrate, 1536-well (AID 1619). recombinant M17LAP, H-Leu-NHMec fluorogenic kinetic assay; higher % means a stronger effect. inhibition, % at 30 µM; hits with a dose series show IC50 in µM. hit rate 0.38% among 220,000;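 active means compound inhibiting the enzyme by more than half at any dose during confirmatory dose-response retesting; inconclusive means strong single-dose inhibitors picked by rank but not retested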;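 further: plate controls were full reaction with DMSO carrier for no effect and no enzyme background for full effect; strong numbers were not always called active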
human PMI inhibition: MPI enzyme activity inhibition – biochemical, fluorescence intensity, coupled assay, primary screen (AID 1209) | purified PMI enzyme, coupled fluorescence intensity; higher % means a stronger effect | inhibition, % at 20 µM, or IC50 in µM where a hit was titrated | hit rate 0.42% among 190,000;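 further: plate controls were DMSO vehicle for no effect and wells lacking substrate for full effect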
XIAP antagonists: XIAP antagonists, biochemical, IAP family, fluorescence polarization (AID 1018); hit rate 0.007% among 200,000; one-dose displacement, % at 20 µM; IC50 in µM for titrated hits; XIAP BIR domain, fluorescence polarization peptide displacement; higher % means a stronger effect; in the data active means displacement above about 50%; further: a part of the inactive calls stands beside numbers as strong as those of hits
WT yeast gro inh mutant strain: recorded beside WT yeast gro inh, whose call it bears; inhibition, %; mitochondrial fusion phenotypic screen, mutant strain inhibition
Numbers without * were called inactive; i = inactive; ? = inconclusive; · = not tested or not shown. Unless noted, no stated cut-off is given here; in the data, active means inhibition above about 50%; inactive means the rest.

mol | human PMI inhibitors | LYP inhibition | WT yeast gro inh | WT yeast gro inh mutant strain | Yfh1-off respiration | M1AAP inhibition | TNAP activation fold | P. falciparum M17LAP | human PMI inhibition | XIAP antagonists
CCCc1nnc(-c2cc(OC)c(OC)c(OC)c2)o1 | -6% | -6% | 11 | 7 | i | 4% | 1 | 23% | -5% | -6.3%
O=C(O)/C(=C\c1ccc(Br)cc1)c1ccc(S(=O)(=O)N2CCCCC2)s1 | 4% | 4% | 3 | 18 | i | 8% | 0.9 | 21% | 10% | -3.3%
O=C(Nc1cccc2c1C(=O)NC2=O)c1ccc(S(=O)(=O)N2CCCC2)cc1 | 15% | -9% | 5 | 17 | i | 11% | 1.1 | -35% | 14% | -13%
CCOc1ccc(Nc2nnc(SCc3nc4ccccc4c(=O)[nH]3)s2)cc1 | · | -18% | · | · | i | -3% | · | -3% | · | ·
COCCn1c(C)cc(C(=O)COC(=O)c2cncc(Br)c2)c1C | 14% | -7% | -6 | 13 | i | 2% | 1 | 8% | 17% | -12%
CN(C)S(=O)(=O)N1CCN(c2ccc([N+](=O)[O-])cc2)CC1 | -1% | -2% | -1 | -2 | i | 0% | 0.9 | 3% | 2% | -5.5%
NC(=O)c1sc2nc(-c3cccnc3)ccc2c1N | · | -7% | · | · | i | 10% | · | 9% | · | ·
COc1ccc(C(=O)Nc2ccccc2N2CCOCC2)cc1[N+](=O)[O-] | -5% | -5% | 1 | 1 | i | -2% | 1 | 7% | -5% | -10%
COc1ccccc1N1CCN(CCCC(=O)c2ccc(F)cc2)CC1 | 3% | 14% | 5 | 9 | i | 2% | 1.1 | -4% | 3% | -0.5%
COc1ccc(C(C#N)N2N=C(C)CC2(C)C)cc1OC (stereo not given) | -2% | -1% | -16 | 6 | i | 4% | 1.1 | -2% | -3% | -4.7%
CCN(CC)C(=O)c1cnn(-c2ccccc2)c1NC(=O)c1cccs1 | -13% | 1% | -18 | 0 | i | 10% | 1 | 2% | -5% | -7.6%
O=C(Nc1c2c(nn1-c1ccc(F)cc1)CS(=O)(=O)C2)C12CC3CC(CC(C3)C1)C2 | 12% | -5% | 5 | 7 | · | 2% | 1.1 | -4% | 10% | -6.8%
Cc1ccc(S(=O)(=O)/N=C(/NC(=S)Nc2ccccc2)c2ccccc2)cc1 | -4% | -7% | -23 | 6 | i | -4% | 0.9 | 0% | 6% | -1.7%
CCn1c2ccc(/C(C)=N\O)cc2c2cc(/C(C)=N\O)ccc21 | -1% | 2% | -3 | -2 | i | 6% | 1.1 | 16% | -3% | -2.3%
COc1ccc2c(CC(=O)NCCN3C(=O)S/C(=C\c4cccnc4)C3=O)coc2c1 | 7% | 5% | -4 | -5 | i | 5% | 0.9 | 5% | -12% | -16%
O=C(CN1CCN(Cc2ccccc2Cl)C1=O)NCCCN1CCOCC1 | · | -1% | · | · | i | 7% | · | 0% | · | ·
CCCN1CCCc2cc(CN)ccc21 | 50%* | -5% | 27 | -16 | i | 12% | 1.1 | 14% | 51%* | -5.7%
N/C(Cc1ccc(Cl)cc1)=N\OC(=O)c1ccccc1 | 10% | -7% | 10 | 15 | i | 3% | 1.1 | 13% | 11% | -6.2%
COc1ccc(CN(C(=O)Cc2cccs2)C(C(=O)NC2CCCC2)c2ccncc2)cc1 (stereo not given) | -1% | -2% | 10 | -2 | i | 3% | 1 | 20% | 6% | -3.9%
CC(=O)NN1C(=O)c2ccc(Oc3ccc4c(c3)C(=O)N(NC(C)=O)C4=O)cc2C1=O | -8% | 1% | -1 | 0 | i | 7% | 1.5 | 6% | -3% | -4.3%
O=S(=O)(Nc1cc(S(=O)(=O)N2CCOCC2)ccc1N1CCOCC1)c1ccc2c(c1)OCCO2 | -5% | -2% | 9 | -13 | i | 5% | 1.1 | 6% | -23% | 4.6%
CCN1CCN(c2nc(C)c3c(n2)CC(C)CC3=O)CC1 (stereo not given) | 2% | -9% | -4 | -2 | i | · | 1 | · | -2% | 15%
COCCN(CC(=O)NC1CCCCC1)C(=O)c1csnn1 | 22% | -3% | 21 | 7 | i | -4% | 1 | 12% | 16% | -4.9%
Cc1occc1C(=O)NNC(=O)C1CCCC1 | 0% | 2% | 6 | 11 | i | -3% | 1.1 | 8% | 1% | -2.7%

In the list so far, these contain a furan ring, fused or not:
mol | human PMI inhibitors | LYP inhibition | WT yeast gro inh | WT yeast gro inh mutant strain | Yfh1-off respiration | M1AAP inhibition | TNAP activation fold | P. falciparum M17LAP | human PMI inhibition | XIAP antagonists
COc1ccc2c(CC(=O)NCCN3C(=O)S/C(=C\c4cccnc4)C3=O)coc2c1 | 7% | 5% | -4 | -5 | i | 5% | 0.9 | 5% | -12% | -16%
Cc1occc1C(=O)NNC(=O)C1CCCC1 | 0% | 2% | 6 | 11 | i | -3% | 1.1 | 8% | 1% | -2.7%

Additional entries:
mol | human PMI inhibitors | LYP inhibition | WT yeast gro inh | WT yeast gro inh mutant strain | Yfh1-off respiration | M1AAP inhibition | TNAP activation fold | P. falciparum M17LAP | human PMI inhibition | XIAP antagonists
CC(=O)NC(=S)Nc1ccc(N2CCOCC2)c(S(=O)(=O)Nc2cc(Cl)ccc2Cl)c1 | -1% | 4% | 33 | 17 | i | 7% | 1.2 | 7% | -1% | 1.1%
CC(=O)Nc1cccc(C(=O)N/N=C/c2ccc(C)o2)c1 | 3% | -3% | 3 | 6 | i | 1% | 1.1 | 15% | -16% | -2.6%
N#Cc1c2ccc(O)cc2n2ccccc12 | 63%* | 1% | -13 | 4 | i | 12% | 1.1 | 6% | 34% | -7.3%
COc1ccc(CNC(=O)COC(=O)Cc2ccsc2)cc1 | -14% | -12% | -15 | 2 | i | -2% | 1.1 | -5% | -8% | -4.1%
CSc1ccc(C(=O)C2CCCN(C(=O)c3csc(C(C)=O)c3)C2)cc1 (stereo not given) | -1% | 0% | 3 | 9 | i | 12% | 1.1 | 4% | -2% | -1.7%
N/C(=N/O)c1ccccc1N1CCC(Cc2ccccc2)CC1 | 9% | -4% | 70* | 65* | i | -9% | 1 | 9% | 15% | -6.1%
C=CCOC(=O)C1=C(C)NC(SCC(=O)Nc2ccc(C)c(Cl)c2)=C(C#N)C1c1ccco1 (stereo not given) | 4% | -7% | 7 | -8 | ? | 4% | 1.1 | 28% | 3% | -7.3%
COc1cc(C(=O)OCCCN2CCOCC2)ccc1O | -1% | -6% | -17 | -7 | i | 16% | 1.1 | 8% | 3% | -2.7%
COc1cc(-c2[nH]nc3c2C(c2ccoc2)C(C#N)=C(N)O3)cc(OC)c1OC (stereo not given) | 9% | 2% | -2 | -5 | i | 3% | 1 | 24% | 0% | -5.7%
COc1ccccc1CN(Cc1cc2cc(C)ccc2[nH]c1=O)Cc1nnnn1Cc1ccco1 | 14% | 8% | 12 | 20 | i | 18% | 1 | -2% | 13% | -8.6%
Cc1cc(C)n2nc(S(=O)(=O)Nc3c(Cl)cccc3Cl)nc2n1 | 3% | -4% | -14 | 0 | i | 1% | 1.2 | 7% | -12% | -4.0%
O=C(CN1CCN(Cc2ccc(Cl)cc2)C1=O)NCCCN1CCOCC1 | -5% | -8% | -2 | -12 | i | 4% | 1.2 | 4% | -6% | -1.6%
O=C(COC(=O)COc1ccc(Cl)cc1Cl)Nc1cccnc1Cl | -12% | -8% | 7 | 17 | i | 1% | 1.2 | 0% | -1% | -5.8%
COc1ccc(NC(=O)CSc2nnc(-c3ccncc3)n2CC2CCCO2)c(OC)c1 (stereo not given) | 3% | -2% | -12 | -6 | i | 1% | 1.1 | 7% | 10% | -0.3%
CN(Cc1ccccc1)S(=O)(=O)c1ccc(NS(=O)(=O)Cc2ccccc2)cc1 | 3% | -5% | 22 | 0 | i | 3% | 1 | 2% | 12% | -20%
O=C(COc1ccc(CO)cc1)Nc1ccc(F)cc1 | -3% | 0% | -15 | -13 | i | 6% | 1.1 | 1% | 1% | -1.6%
CCOc1ccc(C(C)=O)cc1CSc1nnc(-c2cccs2)n1CC1CCCO1 (stereo not given) | 11% | 2% | 11 | 24 | i | 6% | 1 | -3% | 11% | -2.1%
COc1ccc(/C=C\C(=O)c2c(O)ccc3c(C)cc(=O)oc23)cc1OC | 6% | -6% | 9 | 3 | i | 6% | 1.1 | 2% | 12% | -5.5%
CCCC(c1nnnn1Cc1ccco1)N1CCN(c2cc(Cl)ccc2C)CC1 (stereo not given) | 8% | -1% | 30 | -3 | i | 36% | 1 | 3% | 6% | -4.1%
CCCNc1nc2c(c(=O)n(C)c(=O)n2C)n1CCc1ccccc1 | 9% | 5% | -17 | -36 | i | -1% | 1.1 | -5% | 9% | -0.7%
CCOC(=O)N1CCC(NS(=O)(=O)c2ccc3c(c2)oc(=O)n3C)CC1 | 13% | -5% | -2 | -1 | i | 5% | 1.1 | 18% | 13% | -6.0%
CC(C)CNS(=O)(=O)c1ccc(CCC(=O)N2CCN(Cc3ccc4c(c3)OCO4)CC2)cc1 | -5% | -3% | -12 | -6 | i | 9% | 1 | 7% | 4% | -3.5%
CCCCC(c1nnnn1CCOC)N1CCN(CC)CC1 (stereo not given) | -24% | 0% | -25 | -6 | · | -3% | 1 | 2% | -28% | -3.3%
Cc1noc(C)c1COc1cccc(C(=O)Nc2cccnc2)c1 | -2% | -3% | 18 | 13 | i | 8% | 1.1 | 6% | -3% | -4.8%
Cc1ccc(-c2nnc(SCC(=O)NCC3CCCO3)n2C)cc1 (stereo not given) | -9% | -3% | -18 | 0 | i | 1% | 1 | 1% | -9% | -1.7%
CSc1nc2c(c(=O)n1-c1ccc(C)cc1)SCC2 | 4% | 1% | -26 | -5 | i | 1% | 1 | -9% | 12% | -5.6%
O=C(Nc1cccnc1)Nc1ccc2c(c1)OCO2 | 1% | -6% | -14 | 0 | i | 3% | 1.1 | 18% | 10% | -4.7%
O=C(N/N=C/C1=Cc2ccccc2OC1)c1ccncc1 | · | 4% | · | · | i | 6% | · | -4% | · | ·
O=C(Nc1cccc(-c2nc3ccccc3[nH]2)c1)c1ccco1 | -5% | -5% | -42 | -3 | i | -14% | 1.1 | -2% | -23% | -0.3%
COC(=O)c1cc(=O)n(Cc2ccc(F)cc2)c(=NCc2ccc(F)cc2)s1 | 14% | 0% | 8 | 2 | i | 3% | 1.1 | -1% | 4% | -3.4%
CC(C(O)C12CC3CC(CC(C3)C1)C2)N1CCCCC1 (stereo not given) | 4% | -11% | -1 | 16 | i | 9% | 1.1 | 9% | -1% | -2.7%
CC(=O)c1ccc(-c2ccc(C(=O)N3CCN(c4ccc(F)cc4)CC3)o2)cc1 | -4% | 0% | 30 | 14 | i | 6% | 1.1 | -23% | -8% | -2.8%

Screens from PubChem.
